# Compound activity from PubChem BioAssay.
# Candida biofilm – kills Candida albicans biofilms | C. albicans biofilm + clotrimazole, Alamar Blue | inhibition, % at 6 µM | 85,000 tested, 0.14% active | AID 834;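 active = inhibition above 20%; inactive = inhibition below 20%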;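 also: preformed 24 hr biofilms exposed to compound for 48 hr; 0% = biofilm without compound and 100% = blank killed by clotrimazole plus chlorhexidine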
# ERb SRC1 inh – ER-beta (human) coactivator binding inhibition. Q92731. TR-FRET ER-beta LBD / SRC1-Cy5 peptide binding; receptor agonist-loaded with 1 µM estradiol. inhibition, % at 25.6 µM. 86,000 tested, 1.3% active. AID 633;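 active = compounds whose percent inhibition of the receptor-coactivator binding signal exceeds about 50% in the single-dose screen, limit read from the data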;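 also: 0% = receptor plus peptide wells without compound and 100% = peptide-only wells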
# Target sequence (Q92731 whole entry, looked up, the tested form may be a part): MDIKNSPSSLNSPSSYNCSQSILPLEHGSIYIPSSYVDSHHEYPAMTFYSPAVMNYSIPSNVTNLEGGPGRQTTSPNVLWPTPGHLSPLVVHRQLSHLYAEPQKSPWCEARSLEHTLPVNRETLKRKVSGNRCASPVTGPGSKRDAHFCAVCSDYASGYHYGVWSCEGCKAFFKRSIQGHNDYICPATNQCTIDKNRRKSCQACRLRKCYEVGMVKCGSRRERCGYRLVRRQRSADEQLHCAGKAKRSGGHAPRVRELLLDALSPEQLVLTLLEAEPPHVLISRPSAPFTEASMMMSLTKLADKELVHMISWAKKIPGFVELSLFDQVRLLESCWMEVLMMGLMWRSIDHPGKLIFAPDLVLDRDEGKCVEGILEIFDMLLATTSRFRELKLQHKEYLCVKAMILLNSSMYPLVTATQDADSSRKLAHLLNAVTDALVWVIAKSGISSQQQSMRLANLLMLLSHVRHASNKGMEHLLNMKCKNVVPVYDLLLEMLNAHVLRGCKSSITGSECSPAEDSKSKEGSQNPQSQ
# sEH activator – soluble epoxide hydrolase (human) activation; purified human sEH enzymatic activity, activator screen; AID 717; activation, % at 2 µM; P34913; 91,000 tested, 0.04% active; in the data active = activation above about 37%; also: values of inactives mirror those of a sister screen read the other way
# Target sequence (P34913 whole entry, looked up): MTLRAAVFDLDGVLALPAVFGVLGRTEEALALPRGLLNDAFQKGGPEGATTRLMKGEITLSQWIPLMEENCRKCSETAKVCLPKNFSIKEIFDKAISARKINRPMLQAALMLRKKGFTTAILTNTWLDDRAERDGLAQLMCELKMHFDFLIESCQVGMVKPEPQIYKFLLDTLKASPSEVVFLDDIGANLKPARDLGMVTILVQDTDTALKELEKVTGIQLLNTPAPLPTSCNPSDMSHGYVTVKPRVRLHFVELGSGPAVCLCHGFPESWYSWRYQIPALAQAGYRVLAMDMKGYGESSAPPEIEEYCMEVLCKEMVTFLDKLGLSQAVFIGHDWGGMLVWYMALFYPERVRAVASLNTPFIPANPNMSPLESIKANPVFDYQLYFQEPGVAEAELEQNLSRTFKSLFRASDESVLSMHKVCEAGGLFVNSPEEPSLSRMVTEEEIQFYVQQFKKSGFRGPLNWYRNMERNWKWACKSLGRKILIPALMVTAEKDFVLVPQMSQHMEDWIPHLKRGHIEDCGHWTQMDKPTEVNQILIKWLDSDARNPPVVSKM
# Smad3 inh – Smad3 (human) transcription factor binding inhibition; P84022; TR-FRET Smad3/Dy647-FoxH1 peptide binding, europium anti-His; inhibition, % at 25 µM; 88,000 tested, 0.29% active; AID 630;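 active = compounds that reduce the energy-transfer binding signal between the protein and its labelled peptide by more than half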;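 also: 0% = Smad3 plus labelled peptide maximal FRET and 100% = peptide-only background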
# sEH inhibitor – inhibitors of human soluble epoxide hydrolase | P34913 | recombinant human sEH enzymatic activity assay | inhibition, % at 2 µM | 91,000 tested, 0.34% active | AID 707; in the data active = inhibition above about 80%; also: values of inactives mirror those of a sister screen read the other way; many of its hits are not listed in these tables
# F-actin modifier – modifiers of cytoskeleton assembly | AID 836 | inhibition, % at 2 µM | HUVEC TNFa F-actin phalloidin imaging, high content | 91,000 tested, 0.18% active;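 active = inhibition above the batch mean plus 3 SD and confirmed as a hit by visual image inspection, cut at about 30% in these data, passing the limit was not always enough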; also: strong numbers were not always called active
# HUVEC tox TNFa – toxic to HUVEC cells under TNF alpha stimulation; HUVEC TNFalpha-stimulated, Hoechst cell count, imaging; cell count reduction, % at 2 µM; 93,000 tested, 0.17% active;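 active = cell count reduction exceeding the screen mean by over 5 SD, scaled to untreated wells per plate, cut at about 78% in these data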;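 also: cells counted after 24 h of TNF alpha exposure following the 1 h pretreatment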
# VCAM1 TNFa inh – reduces TNF alpha induced VCAM1 expression in HUVEC; inhibition, % at 2 µM; HUVEC TNFa-induced VCAM-1 immunofluorescence, high-content imaging; 95,000 tested, 0.48% active; AID 802;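 active = inhibition above the batch mean plus 3 SD, with images confirmed as a hit by eye, cut at about 37% in these data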;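 also: 0% = TNF-stimulated DMSO wells and 100% = unstimulated control wells; not every result past the cut was called active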
# IL1B cytotox – toxic to HUVEC cells under IL-1B stimulation. HUVEC cell count loss, Hoechst imaging, IL-1B stimulated. cell count reduction, % at 2 µM. 94,000 tested, 0.41% active. AID 845;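 active = cell count reduction more than 3 SD above the screen-wide mean, cut at about 70% in these data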;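 also: normalized per plate to untreated control cells as the no-loss baseline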
# * marks the source's active call; other numbers are inactive results; . = no result given; & = joins results of further samples; [ ] = remark or other dose. Not all compounds are listed. The share of hits here may be higher or lower than overall.
SMILES,Candida biofilm,ERb SRC1 inh,sEH activator,Smad3 inh,sEH inhibitor,F-actin modifier,HUVEC tox TNFa,VCAM1 TNFa inh,IL1B cytotox
c1ccc(CSc2ncn(-c3ccccc3)n2)cc1,6,-12,-4,7,4,-11,-16,1,2
Cc1ccc(Sc2ccc(NC(=O)c3ccc(S(C)(=O)=O)cc3Cl)cc2)cc1,.,.,7,.,-9,23,3,2,8
Cc1ccc(-c2cc(N)n(Cc3ccc(Cl)cc3)n2)cc1,.,.,-3,.,6,-14,21,22,-12
COc1ccc(OC)c(S(=O)(=O)N2CCc3ccccc32)c1,0,-3,-7,-1,6,10,-20,-2,.
C=CCOC(=O)C1=C(C)Nc2nnnn2C1c1ccc(OC)cc1OC (stereo unspecified),-1,1[fluorescence artefact?],-7,13,4,2,-21,7,16
COc1ccc(CNCCNC(=O)c2ccco2)c(OC)c1OC,6,-2[fluorescence artefact?],-4,-1,3,-7,-44,-2,-26
C=CCNC(=O)CN(c1ccc(OC)cc1OC)S(C)(=O)=O,4,3,5,3,-4,1,-22,13,-11
Cc1ccc(S(=O)(=O)N2CCC(C(=O)N[C@H](C(=O)NC3CCS(=O)(=O)C3)C(C)C)CC2)cc1 (stereo partly specified),.,.,-5,.,2,-13,-4,9,-8
CNC(=O)c1ccc(N(Cc2ccccc2)S(C)(=O)=O)cc1,3,2,12,-8,-8,-2,-21,10,2
O=C(NCCCN1CCCCC1)c1ccc2c(c1)NC(=O)C(N1CCOCC1)S2 (stereo unspecified),9,-4,-11,-2,10,14,9,14,-7
CCCNC(=O)NCCc1c(C)[nH]c2ccccc12,7,1,-11,-7,10,-1,10,12,1
CN(C)C(CNC(=O)CCCOc1ccccc1)c1ccco1 (stereo unspecified),.,.,6,.,-3,6,-22,-3,-14
O=C(CNS(=O)(=O)c1ccc(F)cc1)N1CCN(c2ccccc2)CC1,.,0,-9,-6,12,-21,14,20,-22
CCOc1ccc(C(=O)COC(=O)CC)cc1,.,.,-14,.,15,-14,-2,-10,20
O=C(NC1CCCc2ccccc21)c1cncc(Br)c1 (stereo unspecified),4,2,-63,5,64,-2,-18,9,10
Cc1ccc(-n2c(C)cc(/C=N/NC(=O)c3ccc(CN4CCOCC4)cc3)c2C)cc1,.,.,7,.,-8,-26,13,-3,40
CCN(CC)CCCN1C(=O)C(=O)/C(=C(/O)c2ccc(C)cc2)C1c1ccccn1 (stereo unspecified),13,1,16,9,-18,1,1,4,-35
CCn1c(=O)cc(OCC(=O)NCc2cccnc2)c2ccccc21,1,-7[fluorescence artefact?],1,6,3,16,-34,14,-14
Cc1ccccc1NC(=O)Cn1nc(-c2ccccc2)nc1-c1ccccc1,.,.,3,.,0,-4,-3,1,-21
COc1ccc(N2CC(C(=O)Nc3ncccc3C)CC2=O)cc1 (stereo unspecified),5,-16,0,2,2,5,-20,8,-52
Cn1c(=O)c2c(ncn2CC(=O)N2CCOCC2)n(C)c1=O,7,0[fluorescence artefact?],-10,-5,10,4,0,-3,-27
N#Cc1c2n(cnc1=O)CCCCC2,-2,4,-5,4,6,8,-22,6,-16
N#Cc1cc([N+](=O)[O-])cnc1NCC(O)CO (stereo unspecified),.,.,-4,.,3,0,-2,6,-8
O=C(NCCCCCCNC(=O)NCc1ccco1)NCc1ccco1,3,-28,-10,10[fluorescence artefact?],8,-3,-6,14,-15
CCSc1nc2ccccc2[nH]1,8&4,-5&22,-11&4,4&3,14&-6,-5&17,-10&-13,-1&-12,1&12
O=C(c1ccco1)N1CCN(S(=O)(=O)c2ccc(Oc3ccccc3)cc2)CC1,4,5,13,9,-16,5,-5,5,-14
Cc1cc(C)n(C(=O)CNC(=O)c2cccs2)n1,12,19[fluorescence artefact?],-2,-10,3,-5,-39,-51,0
CCCC1C(c2ccc(OC)cc2)C(C#N)(C#N)C2(C#N)CC1(N)NC2=O (stereo unspecified),11,-5,-11,2,11,36,-27,-4,23
COc1cccc(C2CC(c3ccc(C)cc3)n3ncnc3N2)c1 (stereo unspecified),7,-4,-5,10,4,10,-12,18,7
Cc1c(C(=O)O)c(=S)sn1CCOc1ccccc1,10,-24[fluorescence artefact?],3,15,0,5,-10,19,-45
O=C(CSc1nnc(-c2ccccc2)o1)Nn1cnnc1,5,-12,12,-7,-13,-15,-14,17,-10
COCC(=O)N(CCc1ccc(OC)cc1)Cc1nc2ccccc2c(=O)[nH]1,2,-1[fluorescence artefact?],8,7,-12,5,5,22,-12
C/C(=N\NS(C)(=O)=O)c1ccccc1,3,4[fluorescence artefact?],10,7,-13,.,-14,-2,-5
O=C(c1cc2cc(Br)cc(Br)c2oc1=O)N1CCCc2ccccc21,.,.,-2,.,5,-6,72,30,7
CC(C)CNC(=O)CSc1nnc(-c2cccc(S(=O)(=O)N3CCCCC3)c2)o1,-2,-2,-62,-6,62,10,-1,-6,-2
CN(C)c1ccc(C(=O)OCC(=O)NC2CCCCC2)cc1,3,2,-19,7,18,0,4,19,-28
COc1ccc2[nH]c(=O)c(CN(Cc3cccs3)Cc3nnnn3Cc3ccccc3)cc2c1,-1,-8[fluorescence artefact?],9,-5,-7,-15,5,-11,17
Cc1ccc(S(=O)(=O)CC(=O)c2ccccc2)cc1,.,.,14,.,-11,-20,5,-7,10
Cn1nc(-c2ccc(Cl)cc2)c2cc(C(=O)NC3CC3)sc21,8,38,-17,2,17,9,-19,10,1
O=C1COc2ccc(C(=O)COC(=O)c3ccc4ccccc4n3)cc2N1,12,6,-5,20[fluorescence artefact?],8,-4,-18,-2,0
CCC(C)c1c(O)nc(SCC(=O)c2ccccc2)[nH]c1=O (stereo unspecified),8,-1[fluorescence artefact?],1,-9,0,-14,-31,-21,-25
Cc1c2c(nc3c(C)cccc13)OC(C)C2 (stereo unspecified),9,-7,0,6,-2,-3,6,-36,-28
CC(C)Cn1c(=O)[nH]c2ccccc21,-4,-12,4,-9,-4,3,4,-7,25
Cc1nnsc1C(=O)Nc1cc(Cl)ccc1Cl,8,-2,4,1,-2,-1,-5,2,-30
Cc1ccc(S(=O)(=O)c2c(C)cc(-c3ccccc3)[nH]c2=O)cc1,.,.,10,.,-8,27,-3,-2,-2
O=S(=O)(c1cccc(-c2csc(-c3cccnc3)n2)c1)N1CCCCC1,6,-3,-14,9,13,-18,-12,4,-34
Cn1c(=O)c2c(SCC(N)=O)nc(CC(C)(C)C)nc2n(C)c1=O,.,.,-5,.,5,10,50,-12,24
COc1ccc(C(=O)c2ccc(OC)c(OC)c2)cc1OC,8,-6,-10,5,12,.,-29,8,9
CN=C1c2cc3cc(OC)ccc3n2CCN1C,11,16,1,-16,0,-5,-43,-32,-23
CCc1nnc(NC(=O)CCC(=O)N2CCN(Cc3cc(F)ccc3OC)CC2)s1,5,-3,-7,-10,10,-47,-4,5,-21
Cc1ccccc1-n1nc2c(c1NC(=O)COc1ccc(Cl)cc1)CS(=O)C2 (stereo unspecified),-3,-15[fluorescence artefact?],3,5,1,21,-16,0,2
O=C(NCc1ccc(Cl)cc1)c1cccnc1,11,-3,-2,4,3,-8,-28,5,-42
O=C(CCC(=O)N(c1cccc(F)c1)C(C(=O)NC1CCCC1)c1ccncc1)Nc1cccnc1 (stereo unspecified),6,0,-1,-1,5,19,-13,-8,-5
CCOC(=O)N1CCN(c2c(N3CCC(N4CCCCC4)CC3)c(=O)c2=O)CC1,4,-4,1,-1,0,0,-23,16,8
O=C(CC1(O)C(=O)Nc2ccccc21)c1ccccc1O (stereo unspecified),8,9,3,15,-1,-3,-24,12,.
Cc1c(NC(=O)c2noc(C(C)C)c2[N+](=O)[O-])c(=O)n(-c2ccccc2)n1C,9,-11,2,-1,-5,1,-25,2,3
CCCOc1ccc(C(=O)NNC(=S)NC(=O)c2cc(-c3ccc(Cl)cc3)nc3ccccc23)cc1,.,.,8,.,-8,-28,-1,-6,.
O=C(Cn1nnc(-c2ccccc2)n1)OCc1csc(-c2ccccc2)n1,12,20,1,2,-1,2,1,-27,18
COCCCNC(=O)Cn1nc(-c2ccc(C)cc2)ccc1=O,7,-1[fluorescence artefact?],4,-6,-5,-7,-27,-3,-5
Cc1cc(C)c2[nH]c(=O)c(C(c3nnnn3Cc3ccc4c(c3)OCO4)N3CCCC3)cc2c1 (stereo unspecified),4,0,6,-2,-10,-21,-11,-2,-13

# Further entries:
SMILES,Candida biofilm,ERb SRC1 inh,sEH activator,Smad3 inh,sEH inhibitor,F-actin modifier,HUVEC tox TNFa,VCAM1 TNFa inh,IL1B cytotox
CN1CCCC(OC(=O)CCCCC(=O)OC2CCCN(C)C2)C1 (stereo unspecified),-3,5[fluorescence artefact?],4,3,-6,4,-34,4,-20
FC(F)(F)c1cccc(N2Cc3ccccc3C2)c1,10,11[fluorescence artefact?],-16,-2,17,-62,-11,-3,0
Cc1ccc(C(=O)Nc2ccccc2C(=O)NC(CC(=O)O)C(=O)O)cc1 (stereo unspecified),8,-5,.,1,.,9,-9,-11,-7
FC(F)(F)c1nnc2c(Sc3ccccc3)nc3ccc(Cl)cc3n12,.,.,-6,.,9,-8,0,-5,-21
CCOC(=O)c1c(NC(=O)CSc2nnc(-c3ccc(C)cc3)o2)sc(C(C)=O)c1C,.,.,-6,.,4,20,-30,-9,-11
O=C1CCCN1CCCNc1ncnc2c1[nH]c1ccc(Cl)cc12,6,0,-1,-8,5,3,6,-4,21
COCCn1cnnc1SCC(=O)Nc1ccccc1C(=O)Nc1ccc2c(c1)OCO2,8,14[fluorescence artefact?],-5,-6,7,11,-8,-2,-14
CC1CCC2(CC1)N=C(N)Nc1nc3ccccc3n12 (stereo unspecified),8,4,5,-4,-3,-1,11,6,0
CCOc1ccc(Nc2nc(Cc3nnc(SCC(=O)NC4CCCCC4)n3C)cs2)cc1,.,.,4,.,-6,-1,-13,12,-16
COC(=O)c1ccc(NC(=O)CN(C2CCCCC2)S(C)(=O)=O)cc1,6,40,-12,-7,10,-5,-15,-8,-6
CC(C)Sc1nc(N2CCOCC2)c2c(c1C#N)CC(C)(C)N(C)C2,-3,7,-9,-2,8,10,-45,3,-112
Cc1cccc2cc(COC(=O)c3cccnc3)c(=O)[nH]c12,2,4[fluorescence artefact?],11,-2,-12,34,-30,14,-17
Cc1cc(=O)n2[nH]c(-c3ccccc3Cl)cc2n1,5,1,.,2,.,.,.,.,-18
CC(C)c1cc(C(F)(F)F)n2nc(C(=O)O)cc2n1,4,33,-3,-9,1,.,25,6,-8
CCC(CC)c1nnc(NC(=O)COc2ccc3c(C)cc(=O)oc3c2)s1,.,.,11,.,-8,14,-8,1,20

# Two compounds drawn at random from the list so far, as already listed:
SMILES,Candida biofilm,ERb SRC1 inh,sEH activator,Smad3 inh,sEH inhibitor,F-actin modifier,HUVEC tox TNFa,VCAM1 TNFa inh,IL1B cytotox
CCc1nnc(NC(=O)CCC(=O)N2CCN(Cc3cc(F)ccc3OC)CC2)s1,5,-3,-7,-10,10,-47,-4,5,-21
Cc1ccccc1NC(=O)Cn1nc(-c2ccccc2)nc1-c1ccccc1,.,.,3,.,0,-4,-3,1,-21

# Remaining list, next part
SMILES,Candida biofilm,ERb SRC1 inh,sEH activator,Smad3 inh,sEH inhibitor,F-actin modifier,HUVEC tox TNFa,VCAM1 TNFa inh,IL1B cytotox
Cc1cccc(N2CCN(CCNC(=O)c3cc4c(s3)CS(=O)(=O)C4)CC2)c1C,.,.,7,.,-8,-17,-4,8,-5
O=C(Nc1cccc([N+](=O)[O-])c1)c1ccc(CSc2ccccc2)cc1,.,.,-14,.,14,6,-16,-8,-28
CC1(C)CC2(CCO1)N1CC3(C)CN2CC(C)(C1)C3=O (stereo unspecified),5,-9,2,-5,3,8,-13,-14,33
Cc1cc2nn(-c3ccccc3)nc2cc1NC(=O)c1cccs1,-6,-10,2,-6,-5,7,-8,0,-8
